KOR beta-arrestin-1: KOR agonists, beta-arrestin recruitment, primary screen, cell-based, luminescence, uHTS (AID 1777). KOR beta-arrestin recruitment, luminescence; higher % means a stronger effect. activation, % at 10 µM; hits with a dose series show EC50 in µM. 280,000 tested, 0.02% active; in the data active means activation above about 50%, passing the limit was not always enough; further: a part of the inactive calls stands beside numbers as strong as those of hits
NOD1 NF-kB reporter: NOD1 signaling inhibitors, primary screen, cell-based, luminescence, uHTS (AID 1578); NOD1-driven NF-kB luciferase reporter cells, luminescence; higher % means a stronger effect; 290,000 tested, 1% active; inhibition, % at 4 µM; hits with a dose series show EC50 in µM; in the data active means inhibition mostly above about 36%, no sharp cut-off; inactive means mostly below about 34%;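 further: HEK-293T reporter cells stimulated with the NOD1 agonist gamma-tri-DAP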
HEK293 NOD2/NF-kB: NOD2 signaling inhibitors, cell-based, luminescence, uHTS, HEK293 (AID 1566). HEK293 NOD2/NF-kB luciferase reporter, luminescence; higher % means a stronger effect. 290,000 tested, 0.63% active. inhibition, % at 4 µM, or EC50 in µM where a hit was titrated; further: many of its hits are not listed in these tables
TNAP activators: human TNAP enzyme activators, primary screen, biochemical, luminescent, no phosphate acceptor, uHTS (AID 1001); Alkaline phosphatase, tissue-nonspecific isozyme (Homo sapiens); purified TNAP, luminescent activation assay, no phosphate acceptor; higher activation fold means a stronger effect; activation fold at 20 µM; hits with a dose series show EC50 in µM; 200,000 tested, 0.03% active; in the data active means activation fold from about 3, or a potency from the dose series; inactive means the rest, 99 in 100 with activation fold below about 1.6; further: many of its hits are not listed in these tables
human PMI inhibition: inhibitors of human PMI, primary screen, biochemical, fluorescence intensity, coupled assay (AID 1209). Mannose-6-phosphate isomerase (Homo sapiens). purified PMI enzyme, coupled fluorescence intensity; higher % means a stronger effect. one-dose inhibition, % at 20 µM; IC50 in µM for titrated hits. 190,000 tested, 0.42% active;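 further: plate controls were DMSO vehicle for no effect and wells lacking substrate for full effect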
LYP inhibition: inhibitors of LYP phosphatase, biochemical, fluorescence intensity, uHTS (AID 1779) | Tyrosine-protein phosphatase non-receptor type 22 (Homo sapiens) | recombinant LYP phosphatase, fluorescence intensity; higher % means a stronger effect | inhibition, % at 11.5 µM, or IC50 in µM where a hit was titrated | 290,000 tested, 0.054% active;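 further: plate controls were vehicle with enzyme for no effect and no enzyme for full effect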
XIAP displacement: XIAP antagonists, biochemical, IAP family, fluorescence polarization (AID 1018); XIAP BIR domain, fluorescence polarization peptide displacement; higher % means a stronger effect; one-dose displacement, % at 20 µM; IC50 in µM for titrated hits; 200,000 tested, 0.007% active; in the data active means displacement above about 50%; further: a part of the inactive calls stands beside numbers as strong as those of hits
KOR beta-arrestin-2: KOR antagonists, beta-arrestin recruitment, cell-based, luminescence, uHTS (AID 1778); Kappa-type opioid receptor (Homo sapiens); KOR beta-arrestin recruitment, luminescence, antagonist mode; higher % means a stronger effect; inhibition, % at 10 µM; hits with a dose series show IC50 in µM; 290,000 tested, 0.091% active; further: strong numbers were not always called active
PMI inhibition: human PMI inhibitors, high substrate, primary screen, biochemical, fluorescence intensity, high mannose 6-phosphate (AID 1220); inhibition, % at 20 µM; hits with a dose series show IC50 in µM; recombinant PMI enzyme, coupled fluorescence intensity; higher % means a stronger effect; 190,000 tested, 0.66% active; Mannose-6-phosphate isomerase (Homo sapiens)
Active calls of the source: *; / = no result given; [ ] = remark or other dose. Unless noted, no stated cut-off is given here; in the data, active means inhibition above about 50%; inactive means the rest.

SMILES	KOR beta-arrestin-1	NOD1 NF-kB reporter	HEK293 NOD2/NF-kB	TNAP activators	human PMI inhibition	LYP inhibition	XIAP displacement	KOR beta-arrestin-2	PMI inhibition
CCCN(CCC)S(=O)(=O)c1cc(Br)cc2c1N(C(=O)CC)CC2	-6.1%	-20%	-7%	1	14%	4%	-10%	21%	6%
CC(C)C[C@H](NC(=O)NCc1ccc(Cl)cc1)C(=O)O	1.4%	16%	-2%	1.1	-2%	-3%	0.2%	34%	-7%
CC(C)C(c1nnnn1Cc1cccs1)N1CCN(C(=O)c2ccco2)CC1 (stereo not given)	/	-20%	-26%	1.1	/	-4%	-3.3%	-42%[20 µM]	/
CC1Cc2ccccc2N1C(=O)COc1cccc(-n2cnnn2)c1 (stereo not given)	1.8%	-29%	1%	1.2	3%	0%	2.5%	5%	-1%
Cc1nonc1NC(=O)c1ccc(Cl)c(S(=O)(=O)N2CCCCC2)c1	-5.4%	5%	19%	1.1	13%	-9%	-6.9%	5%	7%
COC(=O)COc1ccccc1C(=O)Nc1ccc(OC)cc1	0.5%	-57%	8%	1.1	10%	1%	-3.9%	-3%	-12%
COc1ccc(-c2csc(NC(=O)CC(C)C)n2)cc1	0.7%	-64%	-65%	1.1	10%	-2%	-3.5%	-39%	8%
NS(=O)(=O)c1ccc(NC(=O)C2C3C=CC(C3)C2C(=O)O)cc1 (stereo not given)	/	-15%	0%	1.1	-1%	-7%	-6.2%	-22%[20 µM]	-6%
CCC(C)NC(=O)Cn1c(=O)sc2ccccc21 (stereo not given)	-7.0%	-27%	10%	1.1	-18%	-7%	-6.8%	4%	-6%
Cn1c(=O)cc(SCC(=O)NCC2CCCO2)c2ccc(Cl)cc21 (stereo not given)	-0.8%	-9%	12%	1	-4%	-2%	-6.4%	23%	-2%
CCOc1ccc(C(=O)N2CCn3c2nc2ccccc23)cc1	/	-37%	-26%	1	12%	-7%	-5.4%	/	7%
Cc1cc(=O)[nH]c(SCC(=O)Nc2ccc(C(=O)O)cc2)n1	3.1%	12%	5%	1.2	16%	-11%	-7.3%	-1%	8%
CC(C)n1nnc2ccccc2c1=O	-1.0%	-4%	2%	1.1	-3%	-1%	-6.5%	17%	-5%
Cc1ccccc1N(CC(N)=O)S(C)(=O)=O	4.4%	-11%	-3%	1.1	-4%	-6%	-3.0%	-7%	2%
Cc1cc(C(=O)NCCCN2CCOCC2)n(-c2ccccc2)n1	-2.2%	-14%	8%	1.1	12%	-1%	2.3%	11%	15%
O=C(COC(=O)c1ccc(Br)cc1)NCCN1C(=O)CSC1=O	4.7%	7%	1%	1.1	-9%	-3%	-15%	-8%	1%
CCC(=O)N1CCc2cc(S(=O)(=O)N3CCCCC3CC)ccc21 (stereo not given)	3.0%	-4%	17%	/	/	-8%	/	-30%	/
Cc1cc(C)n2nc(CC(=O)NC3CCCC(C)C3C)nc2n1 (stereo not given)	-2.6%	-12%	-2%	1.1	-8%	-3%	-1.2%	5%	-6%
Cc1ccc(Cl)c2c1NC(=O)C2(O)CC(=O)c1ccc(Br)cc1 (stereo not given)	-0.9%	-14%	-5%	1	-2%	-5%	-2.0%	21%	-2%
O=c1cc(NS(=O)(=O)c2ccccc2)nc(SCc2ccccc2Cl)[nH]1	-3.4%	0%	10%	1	8%	-11%	-0.5%	5%	-11%
CCOC(=O)c1[nH]c2ccc(Br)cc2c1NC(=O)CCN1CCN(C(=O)OCC)CC1	1.9%	-6%	4%	1.1	9%	-2%	-3.4%	-34%	6%
CCN(CC)S(=O)(=O)c1ccc(C)c(NC(=O)COc2ccc(Cl)cc2Br)c1	-1.7%	-32%	8%	1.1	2%	-3%	-7.0%	13%	-9%
CCCCn1c(=O)c(CCC(=O)OC(C)C(=O)Nc2cccc(Cl)c2Cl)nc2ccccc21 (stereo not given)	-6.2%	20%	-17%	1.1	10%	3%	0.4%	23%	2%
CCOC(=O)C(C)Sc1nnc(Cc2cc(=O)[nH]c(=O)[nH]2)n1-c1ccc(Cl)cc1 (stereo not given)	3.0%	-14%	4%	1	0%	-7%	-18%	0%	10%
CCOC(=O)c1sc(NC(=O)CSc2nc3ccccc3o2)c(C(=O)OCC)c1C	-2.3%	13%	8%	1	11%	-6%	-6.4%	19%	9%
O=C(c1cccs1)N(Cc1ccc(F)cc1)C1CCS(=O)(=O)C1 (stereo not given)	4.4%	-6%	5%	/	/	-8%	/	-42%	/
Brc1ccc(C2=CSC3=NCCN23)cc1	-2.1%	-26%	16%	1.1	-44%	-4%	-0.5%	-13%	-55%
CC(NC(=O)c1ccccc1NC(=O)CSc1nnnn1C)c1ccccc1 (stereo not given)	-10%	4%	-10%	1.1	0%	-5%	-5.1%	35%	-1%
O=C(Nc1ccccc1C(F)(F)F)c1cccnc1	-0.7%	-16%	1%	1.1	-7%	-6%	-3.0%	-28%	-8%
O=C(Nc1cccc(C(F)(F)F)c1)c1cc(-c2cccs2)on1	3.0%	-44%	-15%	1.1	3%	-7%	-6.5%	-11%	7%
CN1CCOc2ccc(S(=O)(=O)NCCc3ccc(Cl)cc3)cc21	20%	0%	14%	/	/	-6%	/	4%	/
O=C(O)C1CCCCC1C(=O)Nc1ccc(Cl)cc1Cl (stereo not given)	-3.5%	-14%	7%	1.1	10%	-3%	0.4%	-4%	7%
CCOC(=O)NC1(NCc2ccccc2)Oc2ccccc2O1	-2.4%	-16%	10%	0.8	51%*	-3%	-3.9%	24%	38%
O=[N+]([O-])c1cc(S(=O)(=O)N2CCCC2)ccc1NCCc1ccccc1	-1.0%	-11%	8%	1	4%	-8%	-5.3%	-10%	8%
CCOC(=O)c1cc(-c2cc3ccccc3o2)nc2c1c(=O)[nH]c(=O)n2CCOC	3.5%	-40%	-14%	1	2%	-7%	-7.3%	-22%	0%
CCCCCCOC(=O)C[N+](C)(C)CCOC1CC2CCC1(C)C2(C)C (stereo not given)	2.1%	37%	1%	1	0%	-3%	-6.3%	-60%	2%
COC(=O)/C(=C/Nc1ccccc1)[N+](=O)[O-]	-1.0%	-9%	-12%	1.1	-2%	-4%	-4.1%	-14%	-16%
CCCC(=O)Nc1ccc(NC(=O)c2ccco2)c(OC)c1	-4.9%	-30%	-27%	1.1	11%	-6%	-2.4%	4%	11%
Cc1ccc(S(=O)(=O)NCCn2cnc([N+](=O)[O-])n2)cc1	-1.2%	-9%	-6%	/	/	-5%	/	-15%	/
CCOc1ccc(CCNC(=O)c2nnn(CC(=O)Nc3ccccc3C)c2N)cc1OCC	-0.5%	-7%	22%	/	/	-14%	/	-29%	/
Cc1ccc(NC(=O)C(=O)NNC(=O)c2ccccc2C)cc1Cl	5.8%	0%	0%	2.6	17%	-6%	-2.3%	5%	18%
CCc1ccc(NC(=O)CCn2c(=O)c3cccn3c3ccccc32)cc1	6.1%	-14%	2%	/	/	-5%	/	-34%	/
N#CC(C(=O)c1ccco1)c1ccccn1 (stereo not given)	-3.0%	-29%	-25%	1.2	6%	-2%	0.6%	23%	8%
CC(O)C1CCC2C3CC[C@H]4CC(O)CCC4(C)C3CC3(OCCO3)C12C (stereo not given in full)	-2.5%	-12%	5%	1	9%	-7%	-7.5%	8%	-3%
CC(C)CNC(=O)CCc1c[nH]c2ccccc12	5.1%	-15%	7%	1	-23%	-8%	-9.3%	-28%	-14%
COc1ccc(Cl)cc1NC(=O)CN(C)CC(=O)Nc1ccccc1-c1ccccc1	2.6%	-24%	-16%	1.2	-2%	1%	-4.9%	-25%	2%
O=C(Oc1cccc2c(O)cccc12)c1ccccc1	-4.0%	-5%	-2%	1.1	26%	0%	-1.2%	18%	24%
CN(C)c1cccc(C(=O)NCc2ccccc2Cl)c1	-0.5%	-34%	-12%	1	-8%	-3%	-8.2%	-4%	-7%
CC1CCCCC1NC(=O)C1CCN(S(=O)(=O)c2cccc3nsnc23)CC1 (stereo not given)	-1.1%	-2%	-2%	1.1	-6%	-2%	-20%	15%	-9%
O=C(O)CSc1nnc2n(-c3ccccc3)c(=O)c3ccccc3n12	6.2%	-23%	-12%	/	/	-11%	/	-24%	/
O=C(c1ccncc1)N1N=C2CCCCCC2C1(O)C(F)(F)F (stereo not given)	/	-10%	20%	1.1	-3%	-3%	-3.6%	-21%[20 µM]	-12%
NC(=O)c1ccccc1OCC(=O)NS(=O)(=O)c1ccc(Cl)cc1	-3.5%	-16%	10%	1.1	-14%	3%	-68%	-39%	-15%
COc1ncnc2sc3c(c12)CCCC3	7.9%	26%	31%	1.1	7%	-6%	0.4%	-21%	8%
CCCCn1c(-c2csc(C(C)C)c2)n[nH]c1=S	3.3%	-33%	2%	0.6	11%	-1%	-1.1%	-20%	12%
COc1cc2c(cc1OC)CN(C(=O)NS(=O)(=O)c1ccc(C)cc1)CC2	-9.4%	20%	2%	1.1	-8%	-4%	-3.8%	41%	6%
CC(=O)Nc1ccc(CN2CCN(Cc3ccc(F)c(F)c3)C(CCO)C2)cc1 (stereo not given)	1.7%	-15%	9%	1	5%	2%	-5.6%	-17%	0%
Nc1nc(-c2cc(Cl)cc(Cl)c2OC(F)F)cs1	-3.9%	-9%	13%	1.1	-1%	-4%	-3.4%	-4%	-2%
COc1ccc(CC(=O)Nc2ccccc2C(=O)N2CCCC2)cc1	-0.2%	-12%	13%	/	/	-11%	/	-1%	/
N#Cc1ccccc1OCC(=O)N1CCN(C(=O)c2ccco2)CC1	4.7%	1%	8%	/	/	-12%	/	-53%	/
Cc1nc2ccccc2n1C1CCN(C(=O)Nc2ccccc2)CC1	-5.6%	-17%	6%	1.1	16%	-9%	-6.7%	-44%[20 µM]	16%
Cn1nc(CC(=O)Nc2cccnc2N2CCOCC2)c2ccccc2c1=O	-4.0%	-5%	5%	1.2	-2%	-7%	-3.8%	23%	0%

7 compounds picked at random from the list so far:
SMILES	KOR beta-arrestin-1	NOD1 NF-kB reporter	HEK293 NOD2/NF-kB	TNAP activators	human PMI inhibition	LYP inhibition	XIAP displacement	KOR beta-arrestin-2	PMI inhibition
O=c1cc(NS(=O)(=O)c2ccccc2)nc(SCc2ccccc2Cl)[nH]1	-3.4%	0%	10%	1	8%	-11%	-0.5%	5%	-11%
CC1CCCCC1NC(=O)C1CCN(S(=O)(=O)c2cccc3nsnc23)CC1 (stereo not given)	-1.1%	-2%	-2%	1.1	-6%	-2%	-20%	15%	-9%
CCCCn1c(-c2csc(C(C)C)c2)n[nH]c1=S	3.3%	-33%	2%	0.6	11%	-1%	-1.1%	-20%	12%
CCCCn1c(=O)c(CCC(=O)OC(C)C(=O)Nc2cccc(Cl)c2Cl)nc2ccccc21 (stereo not given)	-6.2%	20%	-17%	1.1	10%	3%	0.4%	23%	2%
CCN(CC)S(=O)(=O)c1ccc(C)c(NC(=O)COc2ccc(Cl)cc2Br)c1	-1.7%	-32%	8%	1.1	2%	-3%	-7.0%	13%	-9%
CCc1ccc(NC(=O)CCn2c(=O)c3cccn3c3ccccc32)cc1	6.1%	-14%	2%	/	/	-5%	/	-34%	/
COc1ccc(-c2csc(NC(=O)CC(C)C)n2)cc1	0.7%	-64%	-65%	1.1	10%	-2%	-3.5%	-39%	8%

Compound activity (PubChem)

These rows are one share of the data. The share of hits here may be higher or lower than overall.
